# From PubChem
# PriA SSB inh = blocks PriA binding to SSB C-terminal tail. 430,000 tested, 0.6% active. AID 1272365. inhibition, % at 33 µM. AlphaScreen SSBct-PriA binding, biotinylated peptide; in the data active = inhibition mostly above about 37%, no sharp cut-off; inactive = mostly below about 20%;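 also: plate controls were negative control peptide for no effect and reference peptide for full effect; strong numbers were not always called active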
# BH1578 lux ind = induces V. cholerae light production without autoinducers | V. cholerae BH1578 lux reporter, luminescence, 6 h | activation, % at 18.7 µM | 350,000 tested, 0.16% active | AID 588436; in the data active = activation mostly above about 9.7%, no sharp cut-off; also: not every result past the cut was called active; inactives centre near 0; reference of the scale not given here
# Rv3671c inh = inhibitors of M. tuberculosis serine protease Rv3671c; inhibition, % at 5.96 µM; 320,000 tested, 0.048% active; in the data active = inhibition above about 38%;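 also: extracellular domain of Rv3671c used as enzyme; 0% = enzyme with DMSO and 100% = no enzyme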
# Target sequence (P9WHR9 whole entry, looked up, the tested form may be a part): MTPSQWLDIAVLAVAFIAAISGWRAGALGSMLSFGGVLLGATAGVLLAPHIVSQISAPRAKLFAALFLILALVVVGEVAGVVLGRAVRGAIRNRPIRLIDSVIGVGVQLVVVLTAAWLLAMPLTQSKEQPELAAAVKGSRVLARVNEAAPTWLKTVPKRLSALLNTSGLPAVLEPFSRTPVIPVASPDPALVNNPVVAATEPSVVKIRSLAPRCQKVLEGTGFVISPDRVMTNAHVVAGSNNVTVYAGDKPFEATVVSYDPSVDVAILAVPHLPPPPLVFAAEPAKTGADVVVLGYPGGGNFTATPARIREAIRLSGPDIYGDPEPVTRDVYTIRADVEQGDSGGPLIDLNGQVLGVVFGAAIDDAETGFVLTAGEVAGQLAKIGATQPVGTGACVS
# 3CLpro inhibitor = SARS-CoV 3CLpro protease inhibition; P0C6X7; recombinant SARS-CoV 3CLpro, quenched FRET peptide cleavage; inhibition, % at 6 µM; 290,000 tested, 0.14% active; AID 1706; in the data active = inhibition above about 12%
# Y pestis TopoI = blocks Yersinia pestis topoisomerase I activity. Y. pestis Topo-I cleavage product accumulation, plate reader. activity, % at 10 µM. 360,000 tested, 0.064% active. AID 504884; in the data active = activity above about 50%, passing the limit was not always enough; also: inactives centre near 2
# CCHFV vOTU inh = blocks the CCHF virus ovarian tumor domain protease; AID 651958; 370,000 tested, 0.55% active; CCHFV vOTU protease, Pep-AMC fluorescence; inhibition, % at 11.5 µM; in the data active = inhibition above about 30%; also: 0% = vehicle wells with enzyme and 100% = no enzyme wells
# VHR inh abs = DUSP3 (human) phosphatase inhibition. P51452. recombinant VHR phosphatase, pNPP absorbance. inhibition, % at 13.3 µM. 290,000 tested, 0.52% active; in the data active = inhibition above about 50%; also: some compounds called inactive have numbers as strong as hits
# Target sequence (P51452 whole entry, looked up): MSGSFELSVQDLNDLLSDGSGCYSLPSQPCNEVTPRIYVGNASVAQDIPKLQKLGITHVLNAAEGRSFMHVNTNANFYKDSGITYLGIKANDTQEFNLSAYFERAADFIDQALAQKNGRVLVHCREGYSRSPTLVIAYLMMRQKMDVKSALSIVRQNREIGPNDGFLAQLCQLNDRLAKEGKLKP
# PrPC surface inh = inhibitors of human cell surface prion protein PrPC | P04156 | TR-FRET read-out | inhibition, % at 13.8 µM | 370,000 tested, 0.43% active | AID 720596; in the data active = inhibition above about 24%; also: 0% = median of the test wells and 100% = reference compound wells
# MazEF act = increases E. coli MazEF RNase cleavage of RNA; FAM/BHQ RNA-DNA oligo cleavage fluorescence, 5 h; activation, % at 20 µM; P0AE70; 350,000 tested, 0.32% active; in the data active = activation above about 50%
# Target sequence (P0AE70 whole entry, looked up): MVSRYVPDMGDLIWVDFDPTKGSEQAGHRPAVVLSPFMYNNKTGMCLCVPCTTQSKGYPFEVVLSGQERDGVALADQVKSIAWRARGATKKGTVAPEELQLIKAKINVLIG
# TcdB inh = inhibitors of Clostridioides difficile toxin B glycohydrolase. TcdB glycohydrolase enzymatic assay, plate reader. inhibition, % at 9.99 µM. 350,000 tested, 0.24% active. AID 652162; in the data active = inhibition above about 10%
# * = called active by the depositor; i = inactive; . = no result given; & = joins results of further samples.
# Every second line gives: 3CLpro inhibitor	TcdB inh	Rv3671c inh	Y pestis TopoI	MazEF act	PrPC surface inh	PriA SSB inh	VHR inh abs	CCHFV vOTU inh	BH1578 lux ind
Cc1ccc(S(=O)(=O)N2CCCC(c3nc4c(nnn4Cc4ccc5c(c4)OCCO5)c(=O)[nH]3)C2)cc1 (configuration not stated)
  5	1.3	-6	15	0	-2	2	-4	-2	0.5
O=C(CSc1nc(=O)n2ccccc2n1)NCc1ccc(F)cc1
  .	-0.1	1	5	2	1	2&-13	.	1	-0.5
CC1(C)C(=O)OC(c2cccc([N+](=O)[O-])c2)C2(CCCCC2)C1=O (configuration not stated)
  4	-6.0	3	-2	5	3	3	15	2	-2.3
O=C(CSc1nnc(COc2ccccc2)o1)NCCc1ccccc1
  7	.	0	20	-1	9	-29	18	11	-1.4
CCOC(=O)c1[nH]c(C)c(C(=O)OCc2ccccc2F)c1C
  2	1.1	-1	29	-7	12	-9	-6	13	-0.5
O=C(NCCCN1CCOCC1)c1sc2cc(Cl)ccc2c1Cl
  3	1.5	4	4	-4	5	-10	12	-10	-0.3
CCOC(=O)c1[nH]nc2c1C(=O)N(CC)C2=O
  2	.	-3	-1	1	2	-18	19	17	-0.8
Cc1ccc(N2NC(=O)/C(=C/c3ccc(-c4ccc(Cl)c(C(=O)O)c4)o3)C2=O)cc1C
  5	1.1	7	-8	8	-6	-7	3	-1	-0.2
O=Cc1sc(Nc2ccccc2)nc1Cl
  5	1.1	-2	0	-5	1	-8	20	12	i
COC(=O)CSc1[nH]c2cc(C)ccc2c1[N+](=O)[O-]
  2	1.8	3	-2	-1	-12	-3	-1	3	2.1
CSc1cccc(NC(=O)C2CCCN(S(=O)(=O)c3ccc(F)cc3)C2)c1 (configuration not stated)
  0	.	-4	5	10	20	-4	-1	10	0.5
COc1ccc(C(=O)COc2ccc(F)cc2)c(O)c1
  0	-0.4	-5	5	0	3	-37	19	-2	2.3
O=C1CC(NCCc2ccccc2)C(=O)N1CCc1ccccc1 (configuration not stated)
  -2	-0.2	-2	6	-16	0	-7	23	-6	-0.2
Oc1ccc(-c2cn3ccccc3n2)cc1O
  -5	0.4	2	-14	-7	-6	-12	14	4	i
Oc1c(Br)cc(Br)c2cccnc12
  .	-0.7	.	1	-17	-10	-8	.	3	0.6
Cc1ccccc1-n1c(SCC(=O)N/N=C/c2ccccc2OCC(=O)O)nc2ccccc2c1=O
  4	0.0	4	1	3	5	i	25	4	-0.4
N#Cc1c(NC(=O)CSCC(=O)O)sc2c1CCCC2
  -6	.	7	0	-3	-2	-4	4	-9	i
Cc1cc(C)n2nc(Nc3ccccc3)cc2n1
  2	.	4	-3	5	1	2	6	5	i
CCCc1cc(C(=O)Nc2ccc(C(=O)OC)cc2)cs1
  2	1.2	.	-12	2	-6	-3	32	2	4.5
CCOC(=O)CSc1nc(C)cc2c1C(=O)OC2
  8	0.1	3	-2	3	3	-5	18	8	i
CCCCN(C)CCCNC(=O)CN1C(=O)COc2ccc(S(=O)(=O)N3CCOCC3)cc21
  -1	0.4	-5	1	10	-8	-10	-15	13	i
Cn1c(N)c(C(=O)COC(=O)/C=C/c2ccc(S(=O)(=O)N3CCOCC3)cc2)c(=O)n(C)c1=O
  0	0.8	-3	-11	8	-2	-8	14	11	3.7
O=C(O)COc1ccc2c3c(c(=O)oc2c1)CCCC3
  -1	-1.1	-4	-1	9	1	1	29	-3	-0.3
CCC1(c2ccccc2)NC(=O)N(CC(=O)Nc2ccc(S(=O)(=O)N3CC(C)CC(C)C3)cc2)C1=O (configuration not stated)
  .	1.7	-80	8	-11	6	5	.	11	-3.7
CCN(CC)CCCNC(=O)c1cc2c(Cl)nc3ccccc3c2s1
  -4	.	-5	-15	9	0	-8	11	-12	-0.3
CN(C)/C=N/c1nc2ncc(-c3ccc(Cl)cc3)c(/N=C/N(C)C)n2n1
  4	1.9	-4	4	-12	-1	.	19	14	-0.5
CC(=O)NCC(=O)OCC(=O)c1ccc(Cl)cc1
  -3	1.0	-7	6	4	9	0	2	2	-0.2
COc1ccc(CCC(=O)Nc2cccc(S(=O)(=O)N(C)C)c2)cc1OC
  4	1.0	-4	6	7	-2	-6	-6	-17	i
O=C(CCCC(=O)OCC(Cl)=C(Cl)Cl)Nc1cccc2ccccc12
  5	-1.0	-2	-8	-8	13	-13	14	15	0.3
CCN(CC)C(=O)c1ccc(NC(=O)c2cc(-n3cnnc3)ccc2Cl)cc1
  -3	.	-5	-11	4	1	-6	7	6	i
COc1cc(C2NC(=O)NC3=C2C(=O)OC3)cc(OC)c1OC (configuration not stated)
  3	0.0	3	-2	3	-7	-13	-12	7	-0.6
COc1ccc2cc(S(=O)(=O)c3ccccc3)c(=O)oc2c1
  5	0.8	1	-5	11	-9	-12	6	-212	-0.6
Cc1nn(-c2ccccc2)c(N2CCCC2)c1/C=C1\N=C(c2ccccc2)OC1=O
  2	-0.5	-2	-2	-783	-5	5	-1	-7	-0.2
COc1ccc(NC(=O)Nc2nnc(Cc3ccc(OC)c(OC)c3)s2)cc1
  3	-2.3	9	4	8	-3	-16	34	-7	-1.5
Cc1ccc2nc(-c3ccc(NC(=O)CN4CCN(c5ccccn5)CC4)cc3)sc2c1
  2	1.2	-4	-3	-11	9	0	17	-10	-0.7
O=c1cc(C(F)(F)F)nc(SC/C=C/c2ccccc2)[nH]1
  3	.	-1	5	6	.	4&-10	0	.	1.7
CN(C)/C=C1\C(=O)N(C)N=C1C(F)(F)F
  6	0.1	-3	-8	1	5	2	16	5	-2.0
CN1CCCc2cc(C=O)ccc21
  -1	.	-3	6	10	-4	-8	0	12	i
Cc1ccc(C(=O)NCCN(C)C)cc1C
  -1	.	5	-3	1	-4	-3	-16	-7	i
COc1cccc2c1OCC(CN1CCN(C3CCCCC3)C(CCO)C1)=C2 (configuration not stated)
  0	0.5	-1	9	0	-6	-22	25	-21	-0.3

# 4 records drawn at random from those above, as already listed:
# Every second line gives: 3CLpro inhibitor	TcdB inh	Rv3671c inh	Y pestis TopoI	MazEF act	PrPC surface inh	PriA SSB inh	VHR inh abs	CCHFV vOTU inh	BH1578 lux ind
COc1ccc2cc(S(=O)(=O)c3ccccc3)c(=O)oc2c1
  5	0.8	1	-5	11	-9	-12	6	-212	-0.6
CCCCN(C)CCCNC(=O)CN1C(=O)COc2ccc(S(=O)(=O)N3CCOCC3)cc21
  -1	0.4	-5	1	10	-8	-10	-15	13	i
Cn1c(N)c(C(=O)COC(=O)/C=C/c2ccc(S(=O)(=O)N3CCOCC3)cc2)c(=O)n(C)c1=O
  0	0.8	-3	-11	8	-2	-8	14	11	3.7
O=C(O)COc1ccc2c3c(c(=O)oc2c1)CCCC3
  -1	-1.1	-4	-1	9	1	1	29	-3	-0.3

# (cont.)
# Every second line gives: 3CLpro inhibitor	TcdB inh	Rv3671c inh	Y pestis TopoI	MazEF act	PrPC surface inh	PriA SSB inh	VHR inh abs	CCHFV vOTU inh	BH1578 lux ind
CCOC(=O)/C=c1\s/c(=C\c2ccccc2OC)c(=O)n1CC(=O)N1CCOCC1
  9	.	-1	23	2	-30	.	32	14	i
CCc1ccc(Oc2coc3cc(O)ccc3c2=O)cc1
  3	1.0	-1	11	-4	-7	4	-3	-48	0.0
CCOc1ccc(Cl)cc1CNc1nnnn1C
  -3	1.2	1	-7	-22	-5	-1	29	11	-0.3
Cc1ccc(S(=O)(=O)N2CCOCC2)cc1C(=O)Nc1ccc(S(=O)(=O)Nc2nccs2)cc1
  2	0.2	1	4	-9	-4	8	11	0	2.4
Cn1cccc1C(=O)OCC(=O)c1c[nH]c2ccccc12
  .	1.2	-3	1	10	-6	-6	.	8	.
Cc1nn(Cc2ccccc2)c(Cl)c1C(=O)NC(C)(C)C
  3	.	-3	-6	1	-2	6	-2	-12	-0.5
O=C(NCCN=C1NS(=O)(=O)c2ccccc21)c1ccc(S(=O)(=O)N2CCOCC2)cc1
  0	.	-2	5	-6	5	-12	22	14	i
COc1ccc(CNC(=O)CSc2nc3ccc(C)cc3[nH]2)cc1
  0	0.9	-6	-5	0	12	-14	-3	25	-0.8
CC(C)(C)c1ccc(C(CC(=O)O)NS(=O)(=O)Cc2ccccc2)cc1 (configuration not stated)
  4	0.8	-5	3	-10	2	-2	24	-9	-1.9
O=C(CSc1nnc2ccc(-c3ccccn3)nn12)N1CCCC1
  .	0.2	.	3	9	-2	15&-1	.	-9	i
COc1ccc(C)cc1Nc1nc(-c2c(C)[nH]c3ccccc23)cs1
  5	0.9	13	-25	11	3	26	-4	4	-0.3
Cc1cccc(-n2c(CCN3C(=O)c4ccccc4C3=O)nc3ccccc3c2=O)n1
  0	1.5	.	13	-18	4	-6	6	3	i
Cc1ccccc1-n1nnnc1SCC(=O)c1c(N)n(C2CC2)c(=O)[nH]c1=O
  .	3.0	.	-4	2	3	-12	.	4	-0.7
CCN1CCN(C(=O)CN(C)S(=O)(=O)c2ccc(OC)cc2)CC1
  0	.	8	-3	11	1	1	27	7	i
CCc1ccc(NC(=O)Cn2nnc(-c3ccc(C)cc3-n3cnnn3)n2)cc1
  4	0.5	-6	2	-6	8	-6	-3	-2	i
CCn1nc(C(=O)NNS(=O)(=O)c2cc(/C=C/C(=O)O)cc(OC)c2OC)c2ccccc2c1=O
  .	0.4	5	-8	5	1	2	.	-7	1.2
COc1cccc(C(NC(C)=O)c2nc(-c3cccc(C(C)C)c3)cs2)c1 (configuration not stated)
  .	0.5	.	24	.	-2	.	.	9	-0.2
CCC(=O)Nc1cccc(NC(=O)c2ccc3c(c2)OCO3)c1
  1	.	-4	-1	5	-3	-5	-2	-10	-4.0
Nc1c(N2CCCCC2)c(=O)[nH]c(=O)n1-c1ccccc1
  1	.	1	0	8	2	-9	-2	-2	-0.5
O=C(CSCc1cnn(-c2ccccc2)c1-n1cccc1)NCc1ccccn1
  -1	0.8	7	9	-15	0	6	3	1	-0.3
CC(NC(=S)Nc1ccccc1OC(F)F)C(C)(C)C (configuration not stated)
  3	-0.1	2	-3	-1	-4	-2	-5	-11	1.8
CN(C)Cc1cc(CN(C)C)c(O)c(CCc2ccccc2)n1
  -3	.	4	-1	1	-1	5	14	7	-0.7
CCN(CC)C(=O)CN(c1cccc(Br)c1)S(C)(=O)=O
  -4	0.4	-9	-3	-7	1	0	22	-13	i
CCOC(=O)C1(C)CCCN(C(=O)c2ccc(-c3ccccc3)cc2)C1 (configuration not stated)
  .	1.5	.	29	.	5	.	.	-1	i
Cc1ccc(-n2nc3c(c2NC(=O)c2ccc4c(c2)OCO4)CS(=O)(=O)C3)c(C)c1
  2	0.9	4	-2	-11	7	1	-6	11	-0.9
O=C(N/N=C/c1ccc(O)cc1)c1cccc(C(F)(F)F)c1
  -3	.	8	-14	2	14	.	5	14	-0.4
O=C(NCc1ccccn1)c1nc(-c2ccc(C(F)(F)F)cc2)no1
  5	1.0	3	2	-7	-4	-10	4	-3	-0.2
Cc1ccccc1S(=O)(=O)N1[C@@H](c2ccc(Br)cc2)C(C(=O)O)=CC[C@H]1c1ccc(Cl)cc1
  .	-4.2	-9	13	-1	14	1	.	45*	0.7
CCC(=O)Nc1nc(-c2ccc3c(c2)OCCO3)cs1
  -1	-0.1	1	-8	-10	-2	-11	28	15	-0.2
CN(Cc1cn(C)nc1-c1ccc(Oc2ccccc2)cc1)Cc1cnc2ccccn12
  4	3.5	-4	28	0	8	4	18	-5	-0.1
CCSC1(SCC)N=C(N)C2(C#N)C(c3ccc(F)cc3)C12C#N (configuration not stated)
  1	.	-2	-11	-5	3	-6	32	4	-0.6
CCc1nc2c(OCc3ccc(OC(F)F)cc3)cccn2c1N(C)C(=O)c1ccc(OC)cc1
  .	0.3	.	31	.	1	.	.	7	1.6
CC(OC(=O)Cn1[nH]c(=O)c2ccccc2c1=O)C(=O)NC1(C#N)CCCCC1 (configuration not stated)
  .	0.5	-3	-6	4	8	0	.	-3	i

# These rows are one share of the data (hit frequency here may not be typical).
